dFosB activator: activators of mouse delta FosB homodimer | P13346 | AID 493131 | activation, % at 25 µM | purified delta FosB, TAMRA-CDK5 oligo fluorescence polarization; percent of positive-control signal above neutral wells | hit rate 0.99% among 340,000;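 active = mean activation above about 17%, with every replicate also reaching it, limit read from the data, passing the limit was not always enough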;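 note: fluorescence polarization rise as delta FosB binds a TAMRA Cdk5 AP-1 oligo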
NSD2 inh: blocks human histone methyltransferase NSD2 | NSD2 peptide methylation, AlphaScreen, 120 min | hit rate 0.54% among 310,000 | inhibition, % at 12.5 µM | O96028 | AID 743445; in the data active = inhibition above about 50%
V-ATPase pH: alters yeast V-ATPase proton transport | hit rate 0.37% among 350,000 | response, % at 10 µM | S. cerevisiae, pHLuorin cytosolic pH fluorescence | AID 504577; in the data active = response mostly above about 7.3%, no sharp cut-off; inactive = mostly below about 5.4%; note: actives read high; inactives centre near 0; some compounds called inactive have numbers as strong as hits; reference of the scale not given here
SR-BI DiI inh: blocks mouse SR-BI lipid uptake from DiI-HDL | Q61009 | ldlA[mSR-BI] CHO cells, DiI-HDL uptake fluorescence, 3 h | inhibition, % at 12.5 µM | hit rate 0.96% among 320,000 | AID 488896;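 active = mean replicate inhibition of at least 70% and a set share of replicates each scoring 70 or more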;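 note: 0% = median of neutral control wells and 100% = median of positive control wells; values of inactives mirror those of a sister screen read the other way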
HTR5A ag ctr: activates human HTR5A in OPRM1-OPRD1 agonist counter-screen; P47898; activation, % at 9.3 µM; AID 504692; hit rate 0.61% among 340,000; HTR5A agonist assay, luminescence, cell-based; in the data active = activation mostly above about 9.5%, no sharp cut-off; inactive = mostly below about 7.6%;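 note: 0% = cells with vehicle only and 100% = reference agonist; strong numbers were not always called active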
PvdQ acylase: blocks Pseudomonas aeruginosa PvdQ acylase activity | purified PvdQ acylase, fluorescence plate reader | inhibition, % at 10 µM | hit rate 0.063% among 340,000; in the data active = inhibition above about 30%, passing the limit was not always enough;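 note: 0% = vehicle neutral wells and 100% = reference inhibitor wells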
HTR5A inv ag: HTR5A inverse agonism, opioid heterodimer counter-screen. P47898. HTR5A cell line, luminescence. inhibition, % at 9.3 µM. hit rate 0.083% among 340,000. AID 504634; in the data active = inhibition mostly above about 23%, no sharp cut-off; inactive = mostly below about 18%;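 note: 0% = cells with DMSO and 100% = no-cell wells with DMSO; some compounds called inactive have numbers as strong as hits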
MITF TRPM1 HTS: activators of MITF-driven TRPM1 promoter activity in SK-MEL-5 cells. SK-MEL-5 TRPM1-promoter luciferase, 24 h; % of positive control, neutral wells = 0. activation, % at 12.5 µM. hit rate 0.75% among 300,000;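 active = mean activation of at least 80% with every replicate also reaching 80%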;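 note: 0% = neutral control wells and 100% = parthenolide positive control wells; values of inactives mirror those of a sister screen read the other way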
Wnt act: activators of Wnt/beta-catenin signaling. activation, % at 9.35 µM. Wnt/beta-catenin reporter cell assay, activator, plate reader. hit rate 1.2% among 300,000. AID 743398; in the data active = activation above about 30%, passing the limit was not always enough;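 note: 0% = neutral control wells and 100% = positive control wells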
CDK5 p35 inh: blocks human CDK5/p35 kinase activity; Q00535+Q15078; Recombinant CDK5/p35, ADP-Glo luminescence, 60 min; inhibition, % at 10 µM; hit rate 0.01% among 330,000;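 active = highest replicate inhibition of at least 50% and at least 75% of replicates reaching 50%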;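 note: plate controls were DMSO neutral control for no effect and GW8510 at 10 µM for full effect; many of its hits are not listed in these tables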
Starred values were filed as active, the others as inactive; . = not tested or not shown; & = joins results of further samples.

SMILES	dFosB activator	NSD2 inh	V-ATPase pH	SR-BI DiI inh	HTR5A ag ctr	PvdQ acylase	HTR5A inv ag	MITF TRPM1 HTS	Wnt act	CDK5 p35 inh
CCOC(=O)c1ccc2[nH]c3c(c2c1)CCCC3	-5	5	-4	26	2	-5	-6	63	20	0.5
CSCCC(NC(C)=O)C(=O)Oc1ccc2c3c(c(=O)oc2c1)CCCC3 (centres undefined)	-5	1	5	-4	1	-2&-91	-26	.	3	0.8
O=C(O)c1sccc1S(=O)(=O)N1CCN(c2ccc(C(F)(F)F)cn2)CC1	-10	-2	-7	-13	10	11	-18	-6	-1	0.7
CCOC(=O)CSc1nnc(-c2ccc(S(=O)(=O)N3CCOCC3)cc2)n1-c1ccccc1	-4	.	0	-31	-2	2	4	.	-3	0.8
Cn1c(=O)c2c(SCC(=O)Nc3ccccc3F)nc(C3CC3)nc2n(C)c1=O	24*	-1	-1	12	6	14	-22	-11	2	0.6
CNCC(=O)O	4	.	0	-7	-1	-10	-3	2	5	-0.1
Cc1ccc(CNC(=O)c2ccc(Cn3cc(-c4ccc(C)cc4)nc3-c3ccncc3)cc2)cc1	5	.	5	33	-2	-9	5	.	47*	-0.6
Cc1nn(-c2ccccc2Cl)c(Cl)c1/C=C(\C#N)C(N)=O	12	0	0	6	-1	-5	-25	-2	-1	-0.6
CCCCC1(C)NC(=O)N(CC(=O)N2CCc3ccccc32)C1=O (centres undefined)	-10	0	1	0	2	-15	6	.	20	0.6
CCOC(=O)c1c(NC(=O)C(=O)N/N=C/c2ccccc2OC)sc2c1CCCCC2	-8	1	2	52	2	-15	-9	1	-3	-0.8
O=C(NC1CCCCCC1)c1cccnc1Sc1ccc(Cl)cc1	-4	-3	-2	17	0	4	0	7	.	-0.1
COc1ccccc1CNC(=O)c1[nH]c(C)c(C(C)=O)c1C	-6	1	-1	15	-1	-14	2	-10	1	0.4

Laid out differently: three of the compounds above
molecule | dFosB activator | NSD2 inh | V-ATPase pH | SR-BI DiI inh | HTR5A ag ctr | PvdQ acylase | HTR5A inv ag | MITF TRPM1 HTS | Wnt act | CDK5 p35 inh
O=C(O)c1sccc1S(=O)(=O)N1CCN(c2ccc(C(F)(F)F)cn2)CC1 | -10 | -2 | -7 | -13 | 10 | 11 | -18 | -6 | -1 | 0.7
CCCCC1(C)NC(=O)N(CC(=O)N2CCc3ccccc32)C1=O (centres undefined) | -10 | 0 | 1 | 0 | 2 | -15 | 6 | . | 20 | 0.6
Cc1nn(-c2ccccc2Cl)c(Cl)c1/C=C(\C#N)C(N)=O | 12 | 0 | 0 | 6 | -1 | -5 | -25 | -2 | -1 | -0.6

More structures:
SMILES	dFosB activator	NSD2 inh	V-ATPase pH	SR-BI DiI inh	HTR5A ag ctr	PvdQ acylase	HTR5A inv ag	MITF TRPM1 HTS	Wnt act	CDK5 p35 inh
COCc1nnc(NC(=O)c2ccccc2Oc2ccccc2)s1	-15	-4	3	-1	0	-13	0	4	0	-2.1
COCCNC(=O)CCC1CCN(Cc2ccc(-c3ccccc3)cc2)CC1	-5	1	3	0	0	-4	-1	.	0	1.3
C=CCSc1nsc(NC(=O)Nc2cccc(C(C)=O)c2)n1	-12	-4	1	19	1	-11	0	41	-2	-0.4
O=C(CSc1nnc(-c2ccccc2O)n1Cc1ccccc1)NNC(=O)c1ccccc1O	-11	-1	2	88*	-4	7	13	-6	-14	-0.7
Cc1ccc2[nH]c(=O)c3cc(C(=O)N(C)c4ccccc4C)sc3c2c1	8	.	0	8	0	1	0	-1	-3	0.8
Cc1cn(C2OC(COC(=O)c3ccccc3)C(OC(=O)c3ccccc3)C2OC(=O)c2ccccc2)c(=O)[nH]c1=O (centres undefined)	-8	-1	1	-15	0	-8	12	-8	.	-3.1
CCCCn1nc(NS(=O)(=O)c2cccc3nonc23)c2cc3cccc(C)c3nc21	0	.	0	-2	-2	-12	6	-3	-2	.
CC(=O)c1ccc(NC(=S)Nc2ccc3[nH]c(=O)[nH]c3c2)cc1	4	-2	4	14	-2	-1	5	17	2	-0.8
Cc1ccc(-c2cc(C(=O)O)c3sc(N4CCCCC4)nc3n2)cc1	-5	0	-3	-6	-1	-7	-4	3	.	0.1
Cc1cc(=O)n2[nH]c(NCc3ccccc3F)nc2n1	-3	-7	-1	-28	4	-11	1	5	-1	-1.3
CCOC(=O)C1CCN(C(=O)CCS(=O)(=O)Cc2ccccc2)CC1	-5	-1	0	.	-2	-1	5	-3	16	0.4
COc1cccc(C2(O)CCN(C(=O)C(C)C)CC2)c1	-1	.	-5	-24	-2	-11	4	-1	-2	-0.8
Cc1ccc(C(=O)N2CCN(Cc3nc4sc5c(c4c(=O)[nH]3)CCCC5)CC2)cc1	-1	5	-1	.	-2	-6	6	-18	-1	0.3
CC(c1nccs1)N(C)C(=O)c1ccc(OC2CCN(CCc3ccccc3)CC2)cc1 (centres undefined)	-2	8	-1	-18	2	2	-1	-3	-2	-1.8
CCN(CC)CCNS(=O)(=O)c1ccc2c3c(cccc13)C(=O)N2	-13	55*	5	-47	2	-26	-7	8	1	0.2
CC(C)[C@H]1COCCS(=O)(=O)N1Cc1cccc(Cl)c1	-2	.	-2	-8	-8	-18	22	1	0	0.3
Cc1nc(SCC(=O)NC2CCCCC2)[nH]c(=O)c1C	-2	-1	-5	.	3	-4	2	11	1	-2.0
COc1cccc(OC)c1C(=O)N1CCN(C(=O)c2ccc(-c3ccccc3)cc2)CC1	-5	4	2	43	7	2	20	-1	0	0.4
COc1ccc(N2CCN(C(=O)c3cc(=O)[nH]c4ccccc34)CC2)cc1	1	1	1	52	2	-1	-5	-13	-2	-1.6
Cc1cc(Br)c(NC(=O)COC(=O)CSc2nnc(-c3ccc(Cl)cc3)o2)c(Br)c1	2	1	-1	-9	4	-13	15	-9	.	-2.6
O=C(COC(=O)c1ccc([N+](=O)[O-])cc1)Nc1cccnc1Cl	-4	-2	4	-37	2	-3	-10	-5	15	0.2
CC1=C(C(=O)OCc2ccccc2)C(c2cccnc2)c2c(n(C)c(=O)n(C)c2=O)N1 (centres undefined)	-1&-4	-2&-1	-2&-2	3&-8	-1&0	3&-17	4&3	5&5	-1&-2	2.4&1.4
COc1ccc(OC)c(C(c2nnnn2CC2CCCO2)N2CCN(C)CC2)c1 (centres undefined)	6	.	-7	5	-2	1	-8	-4	-2	-0.7
Cc1ccc(NC(=O)C(=O)NCCCN2CCOCC2)c(C)c1	-1	1	-3	.	6	-9	-12	3	-1	0.0
Cc1cccc(OCc2nnc(SCC(=O)Nc3cccc(C(=O)N4CCOCC4)c3)n2C)c1C	-14	-3	-3	8	-2	-13	7	-3	.	.
CN(C)c1nnc(-c2ccc(Cl)cc2)o1	0	.	-2	24	6	-8	-14	2	2	0.1
C#CCOCCOCCOCCNc1nc(N2CCN(C(=O)[C@H]([C@@H](C)CC)n3cc([C@@H](N)Cc4ccc(O)cc4)nn3)CC2)nc(N2CCN(C(=O)[C@H](CCCCN)n3cc([C@@H](N)C(C)CC)nn3)CC2)n1 (some centres undefined)	23*	.	3	-9	-5	-8	2	-3	.	-1.4
COc1ccc(-c2cc(C(=O)Nc3cc(C)on3)no2)cc1	-1	-17	6	1	-3	1	8	74	28	0.8
CCN1C(=O)/C(=C/C=C2/Sc3ccc4ccccc4c3N2CCO)SC1=S	3	-1	2	-23	4	-8	-7	8	.	1.3
Cc1cc(C)nc(N2CCCC(C(=O)NC3CC3)C2)n1 (centres undefined)	1	-3	1	.	3	-8	-8	-1	-1	1.1
O=C(Nc1ccc(Cl)c([N+](=O)[O-])c1)c1cnccn1	-4	-2	2	-5	1	5	-5	15	0	-2.5
CCN1CCN(c2ccc(S(=O)(=O)N3CCOCC3)cc2NC(=O)c2ccc(Cl)s2)CC1	0	9	-2	-23	0	-7	-15	5	2	0.8
COCC(=O)NC(c1ccccc1)c1ccccc1	0	-2	8	-19	2	-4	16	.	-2	0.2
O=C(CSc1nc2ccccc2o1)N1c2ccccc2Sc2ccc(C(F)(F)F)cc21	-6	-2	1	4	2	8	9	5	.	-1.3
COc1ccc(C(=O)Nc2ccc3oc(Cc4ccc(Cl)cc4)nc3c2)cc1OC	-9	.	2	48	2	-18	-6	-9	-1	-0.3
Cc1cc(C)cc(Nc2cc(=O)n(C3CCCCC3)c(=O)[nH]2)c1	-1	0	-3	-13	-8	0	21	1	-1	1.6
CCOc1ccccc1N1CCN(S(=O)(=O)c2ccc3c4c(cccc24)C(=O)N3)CC1	-12	7	2	-20	8	-8	18	-11	-4	0.1
COc1cc(CNC(=O)CCC(=O)N2C[C@H]3C[C@H](C2)c2cccc(=O)n2C3)cc(OC)c1OC	3	.	4	-9	-1	-12	0	.	-2	-0.7
O=S(=O)(/N=C(/Nc1ccccn1)c1ccccc1)c1ccc(F)cc1	-3	-3	3	-2	0	2	3	8	6	0.2
CC1CCN(S(=O)(=O)c2ccc3c(c2)oc(=O)n3CC(=O)NCc2ccc3c(c2)OCO3)CC1	-6	.	3	-9	6	6	-17	-23	-1	0.1
COc1ccc(Nc2nc(NN)nc(Nc3ccc(OC)cc3)n2)cc1	25*	20	2	-2	-1	-13	5	-3	2	1.1
Cc1ncc(S(=O)(=O)c2ccc(Cl)cc2)c(-c2ccccc2)n1	-6	-1	0	.	-4	-7	29	18	.	-1.1
CCC(COC(C)=O)Nc1nc2c([nH]1)c(=O)n(C)c(=O)n2C (centres undefined)	-5	-5	2	-14	2	-9	15	-4	2	-1.4
Cc1ccc(NC(=O)CN(C)C(=O)Cn2nnc(-c3ccccc3C)n2)cc1	-4	0	5	13	3	1	-11	-3	-3	0.0
Cc1ccc(C)c2c3c([nH]c12)-c1nonc1CC3	0	0	.	16	4	0	-5	-6	.	-0.4
O=C(CSc1nnc(-c2ccccc2F)n1CCc1ccccc1)Nc1ccc2[nH]c(=O)[nH]c2c1	-14	2	4	-16	1	-14	-4	-6	-1	-0.5
C(=C\c1cc(/C=C/c2ccccc2)ncn1)/c1ccccc1	0	0	-3	-7	8	0	-18	19	37*	-0.1
CN(c1ccc(C(=O)N2CCOCC2)cc1)S(=O)(=O)c1cccs1	-3	-6	4	-16	4	5	10	10	-2	-0.4
COc1ccc(C(=O)C2CCCN(Cc3cccn3-c3ccccn3)C2)cc1F (centres undefined)	-8	3	1	-16	-5	-3	-26	-8	-2	0.9
COc1ccc(C(=O)Nc2cnn(Cc3c(F)cccc3Cl)c2)cc1OC	-3	.	2	.	5	-21	-11	13	5	-1.2
Cc1ccc(C)c(OCc2cc(C(=O)NC(C)c3cnn(C)c3)no2)c1 (centres undefined)	-3	.	-4	9	6	3	4	-1	-1	-0.1
CCCCc1nnc(SC(C)C(=O)Nc2nccs2)n1C (centres undefined)	-1	-1	4	-42	2	-4	12	-7	-3	-3.0
Cc1ccc(NC(=S)N2CCC(C(N)=O)(N3CCCCC3)CC2)c(C)c1	3	26	2	-9	0	9	-6	12	-2	1.2
COc1ccc(/C=N/NC(=O)c2ccc3c(c2)OCO3)cc1	1	36	1	-8	0	-8	0	33	4	1.0
C/C(=N\NC(=O)c1ccn(C)n1)c1ccc(NC(=O)C2CCCC2)cc1	1	-1	-3	33	2	3	-4	2	6	0.0
CN(Cc1ccccc1)c1c([N+](=O)[O-])c(=O)n(C)c2ccccc12	1	2	-4	0	3	14	-8	-1	0	0.7
CC(C)C[C@@H](C(=O)NC1CCN(Cc2ccccc2)CC1)N1C(=O)N2CCc3c([nH]c4ccccc34)[C@@]2(C)C1=O	8	.	2	-15	-1	-2	17	-50	-3	-0.3
COc1ccc(N2CCN(C(=O)CSc3nnc(Cn4nnc5ccccc54)n3C)CC2)cc1	-5	-4	-3	-12	-1	-7	4	0	-4	0.2
